Screens deposited in PubChem BioAssay by several laboratories.
TRPN1 ag: agonists of zebrafish TRPN1 channel | HEK293 zebrafish TRPN1-YFP, Fluo-8 calcium fluorescence; 100% = response to 87 µM carbachol | activation, % at 3 µM | actives 0.18% (n = 220,000) | AID 1424;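 active means activation above its plate's cutoff, the mean activation of test wells on that plate plus 3 SD, cut at about 19% in these data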;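 further: 0% = DMSO alone and 100% = 87 µM carbachol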
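System: zebrafish TRPN1-YFP in HEK293 cells / Dosing: 3 µM single point / Timing: dye loading 1 h at 37 °C, then 30 min room temperature / Signal: Fluo-8 calcium fluorescence, excitation 470-495 nm, emission 515-575 nm / Read-out basis: percent activation from peak over basal fluorescence ratio, control-normalized / Control set: high carbachol 87 µM, low DMSO alone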
RBBP9 inh: human RBBP9 hydrolase inhibition. inhibition, % at 7.94 µM. actives 0.2% (n = 220,000). recombinant RBBP9, FP-Rh probe fluorescence polarization. AID 1515. O75884;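 active means inhibition above the campaign mean of all tested compounds plus 3 SD, cut at about 14% in these data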;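 further: plate controls were DMSO wells with RBBP9 for no effect and wells lacking RBBP9 protein for full effect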
Target sequence (O75884 whole entry, looked up): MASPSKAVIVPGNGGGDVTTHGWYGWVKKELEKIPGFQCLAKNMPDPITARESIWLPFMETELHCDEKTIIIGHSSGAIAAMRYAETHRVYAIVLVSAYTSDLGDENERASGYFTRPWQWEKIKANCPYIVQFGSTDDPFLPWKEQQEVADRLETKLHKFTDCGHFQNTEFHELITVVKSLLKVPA
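System: RBBP9 protein | Quantity: 2.5 µM RBBP9 dispensing solution, before mixing | Reagent: FP-Rh probe, 375 nM dispensing solution | Timing: Enzyme-compound preincubation 30 min, then probe labeling 45 min, 25 °C | Measured by: Fluorescence polarization | Read-out: % inhibition | Replication: One well per compound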
Ba/F3 V617F tox: reduce viability of Ba/F3 cells dependent on JAK2V617F | Ba/F3 EpoR-JAK2V617F viability, ATP luminescence | inhibition, % at 5.6 µM | actives 1.1% (n = 220,000) | AID 1446;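 active means inhibition above the campaign mean plus 3 SD over all tested compounds, cut at about 24% in these data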;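 further: cytokine-independent growth of Ba/F3 cells driven by EpoR plus mutant JAK2; 0% = DMSO-treated cells and 100% = JAK inhibitor I control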
BaF3 parental: counter-screen for JAK2V617F inhibitors: parental Ba/F3 viability inhibitors. CellTiter-Glo ATP luminescence. inhibition, % at 5.6 µM. AID 1486. actives 1.1% (n = 220,000);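 active means inhibition above a per-campaign cutoff, the mean inhibition of all tested compounds plus 3 SD, cut at about 27% in these data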;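 further: 0% = DMSO wells and 100% = JAK Inhibitor I control wells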
Wee1 degr inh: human Wee1 degradation inhibition, primary screen; P30291; HeLa Luc-Wee1K328M stability, luciferase luminescence; 100% = proteasome inhibitor MG132 effect; reporter increase, % at 5 µM; actives 1.2% (n = 220,000); AID 1321;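 active means activation above the mean of all tested compounds plus 3 SD, set per screening run, cut at about 8.8% in these data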;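 further: cells exposed to compound for 20 h before luminescence read; 0% = DMSO alone and 100% = MG132 at 30 µM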
Target sequence (P30291 whole entry K328M): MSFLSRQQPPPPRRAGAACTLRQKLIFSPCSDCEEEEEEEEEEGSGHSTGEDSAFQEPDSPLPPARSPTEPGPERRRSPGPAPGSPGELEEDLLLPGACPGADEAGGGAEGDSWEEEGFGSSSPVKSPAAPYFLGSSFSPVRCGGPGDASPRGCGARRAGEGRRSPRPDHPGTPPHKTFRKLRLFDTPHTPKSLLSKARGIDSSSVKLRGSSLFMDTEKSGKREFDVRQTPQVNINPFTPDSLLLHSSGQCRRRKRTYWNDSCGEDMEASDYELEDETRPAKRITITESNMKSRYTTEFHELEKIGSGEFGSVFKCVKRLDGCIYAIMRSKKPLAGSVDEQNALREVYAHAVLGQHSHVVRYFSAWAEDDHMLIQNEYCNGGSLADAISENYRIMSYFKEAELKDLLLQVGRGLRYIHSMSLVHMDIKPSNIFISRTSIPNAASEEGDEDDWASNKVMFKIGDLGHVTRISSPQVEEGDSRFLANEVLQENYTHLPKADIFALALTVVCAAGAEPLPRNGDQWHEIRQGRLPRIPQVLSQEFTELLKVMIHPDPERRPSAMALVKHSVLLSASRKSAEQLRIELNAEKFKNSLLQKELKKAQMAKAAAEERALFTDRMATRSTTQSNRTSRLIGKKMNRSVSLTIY
TRPML3 agonist: activates the human TRPML3 channel. activation, % at 3 µM. actives 0.29% (n = 220,000). AID 1448. HEK293 TRPML3-YFP, Fluo-8 calcium fluorescence; 100% = the carbachol control signal;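 active means activation above its plate's cutoff, the mean activation of the plate's test wells plus 3 SD, cut at about 12% in these data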;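 further: 0% = DMSO only wells and 100% = carbachol wells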
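Test system: TRPML3-YFP stable HEK293 cells. Doses: single point at 3 µM. Incubation: dye loading 1 h 37 °C then 30 min ambient, 125 s read. Signal: Fluo-8 calcium dye fluorescence, ex 470-495, em 515-575 nm. Measure: percent activation from peak-to-basal fluorescence ratio, scaled between DMSO and carbachol.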
CHOP inh: inhibitors of CHOP induction in ER stress response. CHO-K1 CHOP-promoter luciferase, tunicamycin-induced, 15-18 h. actives 3.8% (n = 220,000). AID 2732. inhibition, % at 10 µM;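 active means compounds that reduced the stress-induced luciferase reporter signal by more than about 70% of percent inhibition, limit read from the data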;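 further: 0% = tunicamycin plus vehicle and 100% = wells without tunicamycin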
TNF necrop inh: inhibitors of TNF-alpha induced necroptosis in Jurkat FADD-/- cells. Jurkat FADD-/- TNF necroptosis rescue, ATP luminescence, 24 h; 0 = TNF only, 100 = no-TNF cells. activation (protection from cell death), % at 10 µM. actives 0.068% (n = 220,000);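 active means activation, meaning protection from cell death, of at least 50% relative to plate controls; inactive means activation below 50%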;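 further: necroptosis triggered by 40 ng/mL TNF-alpha added together with compound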
PPC-1+TRAIL kill: PPC-1 cancer cell killing with TRAIL present. PPC-1 cells + TRAIL, ATPLite viability luminescence. cell killing (% activity), % at 4 µM. actives 0.41% (n = 220,000);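 active means cell killing above 50% in the first pass at 4 µM, then a duplicate retest at 5 µM averaging 50% or more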;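 further: plate controls were cells with TRAIL plus DMSO for no effect and medium-only wells lacking cells for full effect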
* marks the source's active call; other numbers are inactive results; x = no result given; [ ] = remark or other dose.

Values run as follows: TRPN1 ag	RBBP9 inh	Ba/F3 V617F tox	BaF3 parental	Wee1 degr inh	TRPML3 agonist	CHOP inh	TNF necrop inh	PPC-1+TRAIL kill
Cc1ccc(S(=O)(=O)NCCN=C(CN2CCCC2)NS(=O)(=O)c2ccc(C)cc2)cc1
    -1.0	5	-1	-1	6	-0.3	31	-0.3	5
Cc1ccc(CS(=O)(=O)Cc2ccc(C(=O)NCc3ccco3)o2)cc1
    1.4	-2	-1	4	0	0.5	-19	-3.6	29
COc1ccccc1NCCC#N
    -0.7	-6	2	3	1	0.4	-12	-0.1	-10
Cn1cccc1/C=N/NC(=O)CSc1nc2ccccc2[nH]1
    1.1	-4	3	-4	0	0.7	7	-0.7	20
O=C(NCCc1nc2ccccc2[nH]1)/C(=C/c1ccc2c(c1)OCO2)NC(=O)c1ccccc1Cl
    -0.1	3	2	10	1	0.1	-20	2.2	23
CCS(=O)(=O)N1CCCC(C(=O)NCCCN2CCCC2=O)C1 (stereo not given)
    0.7	-5	-2	0	-1	0.2	12	0.3	0
CCOc1cccc(-n2nnnc2-c2ccc(OC)cc2)c1
    -1.6	-5	63*	57*	-1	-1.2	x	-6.9	6
CCOC(=O)CSCC(=O)Nc1cc(C)ccc1C
    -0.1	-10	3	4	-3	-0.8	13	-1.2	-3
COc1cc(C2C3CN(C)CC=C3C(C#N)=C(N)C2(C#N)C#N)ccc1OC(C)C (stereo not given)
    0.0	-3	-2	1	-1	-0.3	6	1.9	22
CCCc1nc(SC)[nH]c(=O)c1C
    1.0	-7	-2	-3	0	0.7	-2	0.3	-4
CCc1cc2c(=O)c(-c3nc4ccccc4[nH]3)coc2c(CN2CCCCC2)c1O
    1.0	-6	-2	7	-2	-0.1	-3	-3.7	16
CC(=O)c1cccc(N=c2scc(-c3ccc(S(=O)(=O)N4CCOCC4)cc3)n2CCO)c1
    8.4	-2	43*	47*	1	2.9	54	-3.3	39
Cc1ccc2nc(-c3ccc(N)cc3)sc2c1
    -1.3	10	-4	3	-2	1.0	78*	-15	81*[5 µM]
CCOC(=O)c1cnc(/N=C/N(C)C)s1
    -0.4	1	-3	5	-2	0.3	9	0.3	24
Cc1ccccc1NC(=S)N=Nc1c(O)n(C)c2ccc(S(=O)(=O)N3CCOCC3)cc12
    0.8	0	2	8	-2	1.0	-48	-1.6	18
CC(C)(C)C1=Nn2c(nnc2C2CCCCC2)SC1
    -1.1	-4	3	2	-4	-0.5	21	-1.5	17
Cc1nn(-c2cccc(Cl)c2)c2c1C(c1ccncc1)C(C#N)=C(N)O2 (stereo not given)
    -1.1	5	-1	-1	-1	0.1	6	-1.4	23
Cc1ccc2c(CC(=O)NCC(C)(C)N3CCOCC3)coc2c1
    -0.2	0	-5	-3	2	-0.7	2	-0.7	23
COc1ccc(-c2csc(/C(C#N)=C\c3ccc(OC)c([N+](=O)[O-])c3)n2)cc1
    8.3	-4	3	2	1	0.4	32	2.3	-4
COCCNC(=O)C(OC(=O)c1nsc(Cl)c1Cl)C(C)C (stereo not given)
    -0.4	1	1	4	-1	-0.2	-9	-0.3	13
Cc1nccc2[nH]c(=O)c(C(=O)NC3CCCCC3C)cc12 (stereo not given)
    0.6	-10	2	9	4	0.3	64	-0.5	27
CC(C)(C)C1=C(C#N)C(c2cccnc2)C(C#N)=C(N)O1 (stereo not given)
    2.2	3	4	9	0	0.6	-13	-1.8	11
Cc1ccc(C(=O)CSc2nc3ccccc3c(=O)[nH]2)cc1C
    -2.5	-2	-2	1	-2	0.1	-9	3.2	-8
O=C(CNC(=O)C12CC3CC(CC(C3)C1)C2)NC1=NCCS1
    -0.3	1	3	6	-2	0.3	-2	-1.9	17
O=C(Nc1ccc2c(c1)OCO2)c1nn(-c2ccccc2)c(=O)c2ccccc12
    0.5	-14	4	3	-2	0.4	10	-0.8	12
CCOC(=O)c1c(NC(=O)CSc2nnc(-c3ccccc3C)n2C)sc(C(C)=O)c1C
    3.2	-4	2	6	0	0.2	46	-7.0	4
Cn1c(=O)c2cc(S(=O)(=O)NC(Cc3ccccc3)C(=O)NCC3CCCO3)ccc2n(C)c1=O (stereo not given)
    0.2	-10	5	8	-3	0.8	8	0.4	9
COC(=O)C1CCN(c2cc(=O)n(C3CCCCC3)c(=O)[nH]2)CC1
    0.7	3	1	1	-1	0.6	10	1.9	12
COc1cc(N)c(Cc2nccc3cc(OC)c(OC)cc23)cc1OC
    1.1	-5	1	5	-2	0.8	3	0.1	-5
COc1ccc2c(c1)CCC/C2=N/OC(=O)c1ccccc1OC
    -1.6	-9	4	1	-1	-0.5	3	1.2	3
COc1ccc(C(=O)N(Cc2ccccc2)Cc2cc3cc4c(cc3[nH]c2=O)OCCO4)cc1
    0.2	-1	-3	4	2	0.1	3	-6.9	6
O=C(O)COc1ccccc1/C=N/NC(=O)CN1CCN(S(=O)(=O)c2ccc(Br)cc2)CC1
    -0.2	-7	-5	4	1	0.6	3	0.8	3
Cc1cc(C(F)F)nn1CC(=O)NCc1ccccc1F
    -0.1	-5	-2	4	0	-0.6	6	-2.1	7
O=C(Cn1c(CN2CCCCC2)nc2ccccc2c1=O)NC1CCCCC1
    -0.9	-3	2	2	1	0.7	12	1.2	x
O=C1CC(=C2c3ccccc3-c3ccccc32)C(=O)N1CCN1CCN(c2ccccc2)CC1
    0.7	-16	4	7	1	-0.1	x	-1.5	x
c1ccc(C2=Nn3c(nnc3-c3cc(-c4ccccc4)n[nH]3)SC2)cc1
    0.1	-16	1	9	7	-1.6	47	-10	18
CC(C)(C)c1ccc(C(=O)NC(Cc2ccccc2)C(=O)O)cc1 (stereo not given)
    -1.3	-7	2	1	-3	0.0	11	-0.9	16
Cc1cc(N(C)/N=C/c2ccccc2)nc(-c2ccccc2O)n1
    -0.1	-1	-5	-1	6	1.0	-7	2.4	6
Cc1cc(=O)oc2c(CN(C)Cc3ccccc3)c(O)ccc12
    0.5	1	2	7	4	0.3	6	-1.0	-11
Cc1c(NS(=O)(=O)c2cccc3nsnc23)c(=O)n(-c2ccccc2)n1C
    -1.4	-5	0	6	-3	0.2	-2	0.9	-1
O=C(CN1C(=O)c2ccccc2C1=O)N1CCN(c2ccccn2)CC1
    1.9	-7	-4	-1	-1	1.1	-3	-0.8	-18
O=C(c1cccs1)N1CCc2ccccc21
    -2.8	-2	-4	-1	-3	-1.0	12	-3.9	19
CCOC(=O)c1ccccc1NC(=O)c1cccnc1
    0.4	-4	2	1	0	-0.1	31	-2.1	14
COc1ccccc1NC(=O)CC(NCCN(C)C)C(=O)O (stereo not given)
    -0.7	2	4	6	3	1.0	-28	0.4	18
CC(C)CN1CCC(C(=O)N2CCN(c3ccccc3F)CC2)CC1
    3.0	-1	-5	2	0	1.1	16	2.9	9
Cn1c(SCc2nc(-c3cccs3)no2)nnc1C1CCCCC1
    -0.3	-12	3	5	-3	-0.6	5	-0.9	5
O=C(COC(=O)CSCC(=O)N1CCCCC1)NCc1ccc(F)cc1
    0.0	-4	-1	5	-1	0.1	-4	-2.5	19
C=C(C)c1cccc(C(C)(C)NC(=O)N2CCC(C)CC2)c1
    -1.0	-6	-1	2	-2	0.4	35	2.8	15
Cc1nc(SCC(=O)Nc2ccc(Cl)cc2[N+](=O)[O-])nc(C)c1C
    -0.9	-5	0	5	2	0.0	34	1.2	5
Cc1c(C#N)c(N=CN(C)C)c(C(=O)c2ccccc2)n1-c1ccc(Br)cc1
    -0.8	6	2	9	-1	-0.3	-19	-0.5	33
CCOC(=O)C1C(=O)CC(C)(O)C(C(=O)OCC)C1c1ccc(SC)cc1 (stereo not given)
    -1.0	4	2	4	-2	0.1	-6	-0.9	6
Cc1ccc(-c2nnc(Nc3ccc(CC(N)=O)cc3)c3ccccc23)cc1
    -1.2	-5	4	9	4	-1.2	37	-12	-11
CC(=O)Cc1nsc(NC(=O)c2ccc(COc3ccccc3)o2)n1
    -0.8	-9	-4	-1	-1	-0.2	1	0.1	21
C=CCNC(=O)c1cc(-c2ccc(Br)cc2)on1
    -0.3	-12	-1	0	-1	-0.6	11	0.6	8
CCOc1ccc2[nH]c(=O)c(CN(CCO)Cc3nnnn3CCc3ccccc3)cc2c1
    -0.2	0	-4	-2	-2	1.1	7	0.4	-1
CC(NC(=O)CSc1n[nH]c(=O)n1C1CC1)C12CC3CC(CC(C3)C1)C2 (stereo not given)
    0.0	3	5	6	-1	-0.5	27	-1.5	-18
CC(CCc1ccccc1)NC(=O)Cc1ccccc1 (stereo not given)
    0.4	-7	-3	2	1	0.6	-3	4.0	3
CN(C)c1cccc(C(=O)Nc2ccc(N3CCOCC3)cc2)c1
    0.2	1	-1	2	0	0.6	-7	-0.8	24
O=C1[C@@H]2[C@H](C(=O)N1n1cnnc1)[C@H]1C=C[C@@H]2C1
    0.4	-4	3	4	-2	0.6	-6	-0.5	-6
O=C(NCC1CCCN(Cc2ccccc2F)C1)c1cccc(C(F)(F)F)c1 (stereo not given)
    -1.0	-9	7	6	-2	-0.2	36	0.8	20

Other compounds follow.
Values run as follows: TRPN1 ag	RBBP9 inh	Ba/F3 V617F tox	BaF3 parental	Wee1 degr inh	TRPML3 agonist	CHOP inh	TNF necrop inh	PPC-1+TRAIL kill
Cc1cccc(C)c1N1CCN(C(=O)N2CCCCC2)CC1
    -1.1	-8	0	0	-2	0.6	25	-0.6	3
COc1ccc(CS(=O)(=O)c2nc(C)cc(C)c2S(C)(=O)=O)cc1
    -0.4	-1	-4	-2	-3	0.6	8	3.9	-19
C=CCNc1ncnc2c1ncn2C1OC(CO)C(O)C1O (stereo not given)
    0.3	-6	-1	0	4	0.7	24	-13	11
Cc1ccc(NC(=O)C2Cc3ccccc3CN2C(=O)c2ccccc2)cc1Cl (stereo not given)
    0.8	-10	-2	5	1	-0.7	-12	3.0	-10
CC(C)(C)CC(=O)Nc1cccc(-c2cn3cccnc3n2)c1
    0.3	-4	1	-1	-2	0.7	1	1.1	22
CN(C)S(=O)(=O)N1CCN(c2ccc(Cl)cc2)CC1
    3.2	1	-2	4	2	3.9	6	-0.1	30
CC(=O)Nc1ccc2ccccc2c1
    2.1	-5	2	3	2	0.3	-23	0.9	8
